High-throughput results as filed in PubChem BioAssay.
Cathepsin G inh = inhibitors of human cathepsin G | hit rate 0.2% among 62,000 | inhibition, % at 5 µM (by protocol) | purified enzyme, AMC-tetrapeptide fluorescence, pooled mixtures | P08311;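 active = inhibition above 20% in each of the two mixture wells holding the compound; inactive = inhibition of 20% or less in either well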;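 also: 0% = enzyme control without mixture and 100% = blank lacking enzyme; strong numbers were not always called active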
Target sequence (P08311 21-244 limits assumed): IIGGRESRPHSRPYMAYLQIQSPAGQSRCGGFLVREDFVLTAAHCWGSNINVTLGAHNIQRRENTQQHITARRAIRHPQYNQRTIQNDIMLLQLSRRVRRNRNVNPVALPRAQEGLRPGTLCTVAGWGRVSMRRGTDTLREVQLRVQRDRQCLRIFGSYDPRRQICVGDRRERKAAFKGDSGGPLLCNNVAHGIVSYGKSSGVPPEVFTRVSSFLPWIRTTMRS
CatL inh = inhibitors of human cathepsin L | P07711 | purified cathepsin L, fluorogenic substrate, fluorescence | inhibition, %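 (tested at 10 µM)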 | hit rate 0.17% among 58,000 | AID 460; in the data active = inhibition above about 45%;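 also: 0% = enzyme with no compound and 100% = no enzyme blank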
Target sequence (P07711 114-288 limits assumed): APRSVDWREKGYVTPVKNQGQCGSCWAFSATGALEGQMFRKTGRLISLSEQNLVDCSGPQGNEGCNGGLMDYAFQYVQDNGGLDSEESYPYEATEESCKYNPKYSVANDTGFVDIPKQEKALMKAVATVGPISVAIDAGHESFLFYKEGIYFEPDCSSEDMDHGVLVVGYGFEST
Target sequence (P07711 292-333 limits assumed): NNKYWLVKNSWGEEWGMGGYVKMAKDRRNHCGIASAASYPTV
FXIIa inh mix = factor XIIa (human) inhibition, mixture screen; P00748; purified FXIIa, fluorogenic substrate, pooled mixtures; inhibition, % at 5 µM; hit rate 0.2% among 62,000; AID 684;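 also: 0% = enzyme without compound and 100% = no enzyme blank; some results filed as inactive read as strong as hits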
C1s block = blocks human complement C1s protease activity; P09871; purified C1s, fluorogenic AMC substrate, pooled mixtures; mean inhibition % of two 10-compound mixtures (hits give high values), % at 5 µM (by protocol); hit rate 0.16% among 62,000;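 active = inhibition above 20% in each of the two 10-compound mixture wells holding the compound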;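 also: 0% = enzyme wells lacking compound mixture and 100% = no-enzyme blank wells; some compounds called inactive have numbers as strong as hits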
CatB mix inh = inhibitors of human cathepsin B in compound mixtures. P07858. Purified cathepsin B, AMC dipeptide fluorescence. inhibition, %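 (ten-compound pools at 5 µM per compound and 50 µM total)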. hit rate 0.06% among 62,000. AID 488; in the data active = inhibition above about 22%, passing the limit was not always enough;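 also: 0% = enzyme without compound and 100% = no enzyme blank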
A340 absorber = absorbance at 340 nm; fold change at 10 µM; AID 708; compound absorbance at 340 nm, fold over control; 65,000 tested, under 10 active;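 active = at 10 µM dose, initial 340 nm absorbance at least 2 fold that of control wells; inactive = change under 2 fold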;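 also: initial absorbance extrapolated from kinetic A340 decline of NADH oxidation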
CatB block = inhibitors of human cathepsin B. inhibition, %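 (tested at 10 µM)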. hit rate 0.1% among 63,000. purified cathepsin B, fluorogenic substrate, fluorescence. P07858. AID 453; in the data active = inhibition above about 21%;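 also: 0% = enzyme with no compound and 100% = no enzyme blank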
CatS inh = human cathepsin S inhibition | recombinant cathepsin S, AMC dipeptide fluorescence, pooled mixtures | hit rate 0.06% among 62,000 | P25774 | AID 501 | inhibition, %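 (tested at 5 µM per compound within 10-compound mixtures)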; in the data active = inhibition above about 32%, passing the limit was not always enough;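 also: 0% = enzyme without compound and 100% = blank without enzyme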
Target sequence (P25774 115-331 limits assumed): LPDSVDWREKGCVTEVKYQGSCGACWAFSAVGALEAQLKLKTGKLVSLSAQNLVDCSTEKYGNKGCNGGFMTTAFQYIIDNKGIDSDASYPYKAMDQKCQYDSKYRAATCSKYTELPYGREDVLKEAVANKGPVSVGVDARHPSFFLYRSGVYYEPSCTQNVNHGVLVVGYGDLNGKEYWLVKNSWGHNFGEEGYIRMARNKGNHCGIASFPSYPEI
FXIa inh mix = factor XIa (human) inhibition, mixture screen. P03951. purified FXIa, fluorogenic substrate, pooled mixtures. inhibition, % at 5 µM. hit rate 0.19% among 62,000. AID 680;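 also: each value is inhibition by a whole ten-compound pool holding the compound; 0% = enzyme with no mixture and 100% = wells lacking enzyme; strong numbers were not always called active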
* hit, by the source's call; nt = not tested or not shown. Rule as the data show it, unless noted: active = inhibition above about 20% (passing the limit was not always enough); inactive = the rest.

| no. | Cathepsin G inh | CatL inh | FXIIa inh mix | C1s block | CatB mix inh | A340 absorber | CatB block | CatS inh | FXIa inh mix | molecule |
| --- | --- | --- | --- | --- | --- | --- | --- | --- | --- | --- |
| 1 | 2 | -6 | 10 | -18 | 1 | 1.1 | 2 | -10 | -4 | COc1ccc(-c2cc(C(F)(F)F)nc(SCC(=O)Nc3cc(C)on3)n2)cc1OC |
| 2 | -15 | 8 | 7 | -86 | -5 | 0.99 | -2 | -12 | -11 | CC(C)c1cc(C(=O)Nc2cccc(Cl)c2)no1 |
| 3 | -1 | -1 | 5 | 1 | 4 | 1 | -2 | -7 | 2 | Cc1ccc(NC(=O)CSCC(=O)O)c(C)c1 |
| 4 | 2 | 13 | -15 | 10 | 2 | 1 | -7 | 0 | 2 | CN(C)c1ccc(NC(=O)Cn2c(=O)n(Cc3ccccc3)c(=O)c3ccccc32)cc1 |
| 5 | 7 | -4 | -16 | -10 | 6 | 1 | 0 | -5 | 3 | O=S(=O)(Cc1ccc(Cl)cc1)NCC1CCCO1 (stereo not given) |
| 6 | 3 | 7 | -14 | -3 | -2 | 1 | 6 | -2 | -5 | CN1CCN(C2CCCCCC2)CC1 |
| 7 | 4 | -6 | 6 | -1 | -3 | 0.99 | 0 | 2 | 9 | Cc1sc2ncnc(OCC(=O)N3CCN(S(=O)(=O)c4ccccc4)CC3)c2c1C |
| 8 | 7 | 10 | 5 | -6 | 4 | 1.1 | 4 | 13 | 14 | CC1CCc2ccccc2N1C(=O)c1cccs1 (stereo not given) |
| 9 | 1 | 6 | 7 | 7 | -6 | 1.1 | -1 | 8 | 2 | O=C(CSc1nc(-c2ccco2)cc(C(F)(F)F)n1)NC1CCCC1 |
| 10 | 12 | 11 | 3 | 1 | 4 | 1.1 | 4 | -1 | 2 | CCC(=O)Nc1cccc(C(=O)c2ccccc2)c1 |
| 11 | -2 | -12 | -1 | 2 | -3 | 1.1 | -2 | -3 | 4 | Cc1cccc2nc(Cn3c(=O)n(CCC(=O)NCc4ccco4)c(=O)c4ccccc43)cc(=O)n12 |
| 12 | 7 | -6 | 5 | -23 | -1 | 1 | 2 | -8 | 6 | O=C(COc1ccccc1)Nc1ccc2c(c1)nc1n2CCSC1 |
| 13 | -2 | 0 | 3 | -1 | 0 | 1 | -5 | -3 | 4 | O=C(NCCC1=CCCCC1)NC1CCCCC1 |
| 14 | 13 | nt | -1 | 6 | 2 | 0.97 | 5 | 6 | 4 | Cc1ccc(S(=O)(=O)NCc2ccncc2)cc1 |
| 15 | -5 | 3 | 4 | -29 | 3 | 0.95 | 4 | 21 | 10 | CC1(C)CC(=O)c2c(noc2-c2ccccc2)C1 |
| 16 | 9 | nt | 1 | 11 | -1 | 1 | 6 | -3 | 9 | Cc1nc(-c2ccc(NS(C)(=O)=O)cc2)cs1 |

Down the list, from the results shown.
CatS inh for nos. 11–15: -3, -8, -3, 6, 21
A340 absorber for nos. 11–15: 1.1, 1, 1, 0.97, 0.95

Remaining list, next part:
| no. | Cathepsin G inh | CatL inh | FXIIa inh mix | C1s block | CatB mix inh | A340 absorber | CatB block | CatS inh | FXIa inh mix | molecule |
| --- | --- | --- | --- | --- | --- | --- | --- | --- | --- | --- |
| 17 | 9 | 9 | 4 | 12 | 4 | 1 | -3 | -2 | 8 | CCOc1ccccc1Nc1nnc(SCC(=O)N2CCCC2)s1 |
| 18 | -5 | 0 | 6 | 1 | 5 | 1 | 8 | 14 | 8 | CCOc1ccccc1N(C(=O)CNC(=O)c1ccco1)C(C(=O)NC(C)(C)C)c1ccncc1 (stereo not given) |
| 19 | 1 | 14 | 1 | -17 | -1 | 1.1 | 4 | 19 | 8 | CCCSc1nnc(-c2ccccc2N)c(=O)[nH]1 |
| 20 | 6 | -2 | -5 | 8 | 2 | 1.1 | 3 | 2 | 2 | CCOC(=O)c1c(NC(=O)COC)sc2c1CCCC2 |
| 21 | 9 | 3 | 6 | 11 | 3 | 1 | 4 | 13 | 3 | C=CCSc1nnc(NC(=O)c2ccc(S(=O)(=O)NCC3CCCO3)cc2)s1 (stereo not given) |
| 22 | -1 | -10 | 1 | -2 | 2 | 1 | 1 | 0 | 4 | CC(C)OCCCNC(=O)Cn1nc(-c2ccccc2)ccc1=O |
| 23 | 12 | -4 | 1 | 13 | 5 | 1 | 2 | 10 | 7 | O=C(CCCc1nc(-c2ccccc2)no1)NCc1cccnc1 |
| 24 | 8 | nt | 11 | -2 | -5 | 0.99 | 2 | 7 | -4 | COc1cccc(OC)c1C(=O)N1CCN(c2c(Cc3ccccc3)c(C)nc3ncnn23)CC1 |

4 compounds drawn at random from the list so far, as already listed:
| no. | Cathepsin G inh | CatL inh | FXIIa inh mix | C1s block | CatB mix inh | A340 absorber | CatB block | CatS inh | FXIa inh mix | molecule |
| --- | --- | --- | --- | --- | --- | --- | --- | --- | --- | --- |
| 21 | 9 | 3 | 6 | 11 | 3 | 1 | 4 | 13 | 3 | C=CCSc1nnc(NC(=O)c2ccc(S(=O)(=O)NCC3CCCO3)cc2)s1 (stereo not given) |
| 17 | 9 | 9 | 4 | 12 | 4 | 1 | -3 | -2 | 8 | CCOc1ccccc1Nc1nnc(SCC(=O)N2CCCC2)s1 |
| 23 | 12 | -4 | 1 | 13 | 5 | 1 | 2 | 10 | 7 | O=C(CCCc1nc(-c2ccccc2)no1)NCc1cccnc1 |
| 19 | 1 | 14 | 1 | -17 | -1 | 1.1 | 4 | 19 | 8 | CCCSc1nnc(-c2ccccc2N)c(=O)[nH]1 |

Arranged by value in FXIIa inh mix (rising): three from the list above
| # | molecule | FXIIa inh mix |
| --- | --- | --- |
| 22 | CC(C)OCCCNC(=O)Cn1nc(-c2ccccc2)ccc1=O | 1 |
| 17 | CCOc1ccccc1Nc1nnc(SCC(=O)N2CCCC2)s1 | 4 |
| 18 | CCOc1ccccc1N(C(=O)CNC(=O)c1ccco1)C(C(=O)NC(C)(C)C)c1ccncc1 (stereo not given) | 6 |

Other results follow:
| no. | Cathepsin G inh | CatL inh | FXIIa inh mix | C1s block | CatB mix inh | A340 absorber | CatB block | CatS inh | FXIa inh mix | molecule |
| --- | --- | --- | --- | --- | --- | --- | --- | --- | --- | --- |
| 25 | 4 | 6 | 10 | -5 | -6 | 0.98 | 1 | -3 | -5 | CCOc1ccc(NC(=O)CN(c2cc(C)cc(C)c2)S(=O)(=O)c2c(C)noc2C)cc1 |
| 26 | 8 | -6 | 15 | 14 | 3 | 1 | 2 | 1 | 3 | O=C(Cn1c(=O)n(Cc2ccco2)c(=O)c2ccccc21)NCC1CCCO1 (stereo not given) |
| 27 | 12 | 5 | 6 | -1 | 2 | 1.1 | -3 | 0 | 3 | COC(=O)C(NC(=O)C(C)Oc1ccccc1)C(C)C (stereo not given) |
| 28 | 2 | 7 | 4 | 2 | -4 | 1.2 | -2 | -13 | 8 | COc1ccc(OC)c(NC=C2C(=O)OC(C)(C)OC2=O)c1 |
| 29 | 2 | nt | 6 | -5 | 7 | 1 | -4 | -2 | 8 | O=C(NCc1ccc2c(c1)OCO2)c1cc2c(s1)CSC2 |
| 30 | 11 | -6 | 4 | 14 | 5 | 1.1 | 0 | -4 | 4 | COc1cccc(NS(=O)(=O)c2ccc3c(c2)n(C)c(=O)c(=O)n3C)c1 |
| 31 | -2 | nt | 2 | -12 | 1 | 1.1 | -1 | 7 | 11 | Cn1c(=O)c2c(nc(OC/C=C/c3ccccc3)n2C)n(C)c1=O |
| 32 | 3 | 14 | -3 | -4 | -1 | 0.99 | -1 | 3 | 9 | Cn1c(=O)oc2cc(S(=O)(=O)N3CCN(c4ccccn4)CC3)ccc21 |

Complete entries as entered above.
COc1ccc(OC)c(NC=C2C(=O)OC(C)(C)OC2=O)c1 is entered as Cathepsin G inh: 2; CatL inh: 7; FXIIa inh mix: 4; C1s block: 2; CatB mix inh: -4; A340 absorber: 1.2; CatB block: -2; CatS inh: -13; FXIa inh mix: 8
O=C(NCc1ccc2c(c1)OCO2)c1cc2c(s1)CSC2 is entered as Cathepsin G inh: 2; CatL inh: nt; FXIIa inh mix: 6; C1s block: -5; CatB mix inh: 7; A340 absorber: 1; CatB block: -4; CatS inh: -2; FXIa inh mix: 8

Some of the compounds tested (hit frequency here may not be typical).
